Screens from PubChem BioAssay.
Keap1-Nrf2 PPI: Keap1-Nrf2 protein-protein interaction inhibitors, primary screen, biochemical, fluorescence polarization, single point. AID 504523, 2011. Kelch-like ECH-associated protein 1 (Homo sapiens), Q14145. inhibition, % at 9.4 µM. 0.15% of 340,000 active. Keap1 Kelch-Nrf2 peptide fluorescence polarization, 1536-well; in the data active = inhibition above about 12%;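 also: human Keap1 Kelch domain with fluorescein labeled Nrf2 9mer peptide probe; 0% = neutral control wells and 100% = peptide positive control; higher means more block of Keap1 binding to Nrf2 peptide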
Cardiac RTF inh: cardiac RTF calcium sensitivity inhibitors, primary screen, biochemical, IANBD-TnC fluorescence, EC70 calcium; inhibition, % at 7.15 µM; Troponin I, cardiac muscle (Homo sapiens) + Troponin T, cardiac muscle (Homo sapiens) + …; IANBD-labeled cardiac RTF, Ca2+ fluorescence; 0.12% of 340,000 active;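 active = inhibition above the mean inhibition of all tested compounds plus 3 SD, cut at about 17% in these data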;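 also: assay run at fixed EC70 calcium of 1.6 mM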
C-LANA FP: inhibitors of KSHV C-LANA binding to DNA, primary screen, biochemical, fluorescence polarization, FAM-LBS DNA, MBP-C-LANA, single point | Kaposi's sarcoma herpesvirus LANA C-terminal domain (residues 932-1162) DNA binding | inhibition, % at 9 µM | 0.078% of 340,000 active | AID 504423, 2011;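 active = highest replicate inhibition at or above 60% at 9 µM, even if other replicates fall short; inactive = all replicates below 60% inhibition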;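 also: 0% = neutral control wells and 100% = 4 µM acridine orange control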
Arrestin-AP2 inh: inhibitors of beta-arrestin/AP2 binding, primary screen, biochemical, GPCR trafficking, flow cytometry | beta-arrestin 1 C-terminal peptide binding to AP2 beta2-adaptin appendage (human) | FITC-arrestin peptide / GST-AP2 beads; AP2 beta2 appendage carries R879A mutation | inhibition, % at 10 µM | 0.31% of 340,000 active;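 active = inhibition above a set limit, near 3 SD of compounds lacking own fluorescence, cut at about 54% in these data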;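 also: plate controls were DMSO wells for no effect and 5 µM unlabelled arrestin peptide for full effect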
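Assay system: GST-AP2 R879A bound to glutathione beads, E. coli-expressed; Medium: PBS with 0.05% Tween 20 and 0.1% BSA; Also added: fluorescein-tagged arrestin peptide at 50 nM final; Timing: 12 min plus 1 h, RT; Measured by: flow cytometry, FL1 (488/535 nm); Evaluation: percent drop in bead-associated FITC signal.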
Pemphigus Ab inh: inhibitors of pemphigus antibody binding to DSG3, primary screen, biochemical, bead-based, flow cytometry, scFv-GFP. Desmoglein-3 (Homo sapiens), P32926. DSG3-coupled beads, scFv-anti-DSG3-GFP binding; hits give low values. binding (percent of control), % at 10 µM. 0.48% of 310,000 active. AID 588358, 2011;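 active = binding more than 3 SD below its plate's average and above zero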;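 also: hits lower antibody fragment binding to DSG3; some compounds called inactive have numbers as strong as hits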
Wnt act: Wnt/beta-catenin pathway activators, primary screen, cell-based, plate reader, single point; Wnt/beta-catenin reporter cell assay, activator; activation, % at 9.35 µM; 1.2% of 300,000 active; in the data active = activation above about 30%, passing the limit was not always enough;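 also: 0% = neutral control wells and 100% = positive control wells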
MOR-DOR inv ag: inverse agonists of MOR-DOR heterodimerization, primary screen, cell-based, luminescence | AID 504357, 2011 | inhibition, % at 9.3 µM | cell-based MOR-DOR heterodimer luminescence, inverse agonism | 0.21% of 340,000 active; in the data active = inhibition above about 22%, passing the limit was not always enough;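 also: 0% = cells with DMSO and 100% = wells without cells with DMSO; values of inactives mirror those of a sister screen read the other way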
Target sequence (P35372 whole entry, looked up): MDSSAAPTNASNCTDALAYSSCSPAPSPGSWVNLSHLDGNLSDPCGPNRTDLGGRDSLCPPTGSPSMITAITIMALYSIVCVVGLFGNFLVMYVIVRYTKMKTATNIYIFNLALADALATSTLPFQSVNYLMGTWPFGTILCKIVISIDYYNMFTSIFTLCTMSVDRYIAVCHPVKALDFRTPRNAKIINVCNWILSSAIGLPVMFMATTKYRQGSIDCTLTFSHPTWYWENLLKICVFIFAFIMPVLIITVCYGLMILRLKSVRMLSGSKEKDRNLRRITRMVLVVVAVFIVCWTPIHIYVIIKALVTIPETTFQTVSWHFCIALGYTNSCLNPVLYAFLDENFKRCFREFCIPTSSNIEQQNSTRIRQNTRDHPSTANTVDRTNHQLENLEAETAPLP
Target sequence (P41143 whole entry, looked up): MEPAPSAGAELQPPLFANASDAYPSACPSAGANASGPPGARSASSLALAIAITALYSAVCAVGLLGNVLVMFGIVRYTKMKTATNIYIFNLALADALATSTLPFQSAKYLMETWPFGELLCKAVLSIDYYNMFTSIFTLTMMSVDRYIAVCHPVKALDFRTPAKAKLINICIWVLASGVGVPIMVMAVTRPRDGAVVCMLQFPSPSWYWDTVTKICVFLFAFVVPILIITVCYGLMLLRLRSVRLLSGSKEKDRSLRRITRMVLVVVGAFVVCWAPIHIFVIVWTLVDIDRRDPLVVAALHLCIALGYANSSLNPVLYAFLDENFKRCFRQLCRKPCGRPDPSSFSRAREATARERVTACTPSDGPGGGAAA
MOR-DOR ag: agonists of OPRM1-OPRD1 heterodimerization, primary screen, cell-based, luminescence; Mu-type opioid receptor (Homo sapiens) + Delta-type opioid receptor (Homo sapiens), …; cells; activation, % at 9.3 µM; 0.3% of 340,000 active; in the data active = activation above about 18%;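 also: 0% = vehicle-treated cells and 100% = reference agonist; values of inactives mirror those of a sister screen read the other way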
V-ATPase pH: regulators of yeast V-ATPase proton pumping, primary screen, pHLuorin cytosolic pH fluorescence; S. cerevisiae; response, % at 10 µM; AID 504577, 2011; 0.37% of 350,000 active; in the data active = response mostly above about 7.3%, no sharp cut-off; inactive = mostly below about 5.4%; also: actives read high; inactives centre near 0; some compounds called inactive have numbers as strong as hits; reference of the scale not given here
RTF Ca sens act: cardiac RTF calcium sensitivity activators, primary screen, biochemical, IANBD-TnC fluorescence, EC20 calcium; IANBD-labeled TnC RTF fluorescence at EC20 calcium; 0% EC20 calcium, 100% full calcium; activation, % at 7.2 µM; 0.24% of 340,000 active;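 active = activation above the mean over all tested compounds plus 3 SD, cut at about 30% in these data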;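 also: rise in fluorescence read as greater calcium sensitivity of cardiac thin filaments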
* marks the source's active call; other numbers are inactive results.

For COc1ccc(O)c(-c2nc(N)nc(N)n2)c1 the results were Keap1-Nrf2 PPI -2, Cardiac RTF inh 0, C-LANA FP -0.6, Arrestin-AP2 inh 6, Pemphigus Ab inh 102, Wnt act 30, MOR-DOR inv ag 16, MOR-DOR ag -3.5, V-ATPase pH -4 and RTF Ca sens act 2.
`O=C(Nc1ccc(Cc2ccncc2)cc1)c1cccc([N+](=O)[O-])c1` gave Keap1-Nrf2 PPI 0, Cardiac RTF inh 4, C-LANA FP 0.1, Arrestin-AP2 inh 2, Pemphigus Ab inh 90, Wnt act 13, MOR-DOR inv ag -11, MOR-DOR ag 1.5, V-ATPase pH -1 and RTF Ca sens act -8.
For Cc1ccc(-c2cn(S(=O)(=O)c3cccc([N+](=O)[O-])c3)nc2N)cc1 the results were Keap1-Nrf2 PPI 1, Cardiac RTF inh 7, C-LANA FP 0.0, Arrestin-AP2 inh -3, Pemphigus Ab inh 103, Wnt act -1, MOR-DOR inv ag -38, MOR-DOR ag 7.7, V-ATPase pH 1 and RTF Ca sens act 1.
COC(=O)c1ccc(NC(=O)C(=O)N2CCCC2)cc1 was read as Keap1-Nrf2 PPI -8, Cardiac RTF inh -1, C-LANA FP 0.3, Arrestin-AP2 inh -3, Pemphigus Ab inh 101, MOR-DOR inv ag 9, MOR-DOR ag -1.5, V-ATPase pH -1 and RTF Ca sens act 8.
`Cn1c(=O)c2c(nc(Br)n2CCSc2nc3ccccc3o2)n(C)c1=O` gave Keap1-Nrf2 PPI -3, Cardiac RTF inh -5, C-LANA FP -0.1, Arrestin-AP2 inh -1, Pemphigus Ab inh 99, Wnt act 0, MOR-DOR inv ag 4, MOR-DOR ag -0.8, V-ATPase pH 0 and RTF Ca sens act 1.
Screening COc1ccc(Cn2cc(C(=O)c3ccccc3)c(=O)c3cc(OC)ccc32)cc1 returned Keap1-Nrf2 PPI 2, Cardiac RTF inh -4, C-LANA FP -1.6, Arrestin-AP2 inh 4, Pemphigus Ab inh 103, Wnt act 1, MOR-DOR inv ag 3, MOR-DOR ag -0.5, V-ATPase pH 1 and RTF Ca sens act 9.
Cc1ccccc1N(CC(=O)NCCc1ccccc1)C(=O)c1ccc(N2CCCC2)nc1 was read as Keap1-Nrf2 PPI -5, Cardiac RTF inh -9, C-LANA FP -0.3, Arrestin-AP2 inh 5, Wnt act -9, MOR-DOR inv ag -27, MOR-DOR ag 4.6, V-ATPase pH 11 and RTF Ca sens act 5.
CCN1CCN(c2ccc(NC(=O)c3ccco3)cc2Cl)CC1 was read as Keap1-Nrf2 PPI -4, Cardiac RTF inh -5, C-LANA FP 1.1, Arrestin-AP2 inh 3, Pemphigus Ab inh 110, Wnt act 15, MOR-DOR inv ag 15, MOR-DOR ag -2.8, V-ATPase pH -4 and RTF Ca sens act -2.
Screening CCOC(=O)c1ccc(NC(=O)c2cc(C)nn2-c2ccccc2)cc1 returned Keap1-Nrf2 PPI 6, Cardiac RTF inh 1, C-LANA FP 4.4, Arrestin-AP2 inh -5, Pemphigus Ab inh 111, Wnt act 3, MOR-DOR inv ag 2, MOR-DOR ag -0.5, V-ATPase pH -3 and RTF Ca sens act 7.
`CC(C)[C@H](NC(=O)c1ccccc1)C(=O)OCC(=O)NCC1CCCO1` (some centres undefined) gave Keap1-Nrf2 PPI -2, Cardiac RTF inh 0, C-LANA FP 0.0, Arrestin-AP2 inh -22, Pemphigus Ab inh 98, Wnt act -3, MOR-DOR inv ag 13, MOR-DOR ag -3.3, V-ATPase pH 2 and RTF Ca sens act -4.
`COc1ccccc1-n1cnnc1SCC(=O)Nc1cc(C(C)(C)C)nn1-c1ccccc1` gave Keap1-Nrf2 PPI -9, Cardiac RTF inh -2, C-LANA FP 0.2, Arrestin-AP2 inh 1, Pemphigus Ab inh 112, MOR-DOR inv ag -7, MOR-DOR ag 1.5, V-ATPase pH -1 and RTF Ca sens act -2.
Cc1nc(SCc2ccc(O)c([N+](=O)[O-])c2)n[nH]1 was read as Keap1-Nrf2 PPI 1, Cardiac RTF inh -12, C-LANA FP -1.3, Arrestin-AP2 inh -4, Pemphigus Ab inh 104, Wnt act 6, MOR-DOR inv ag 7, MOR-DOR ag -1.4, V-ATPase pH 2 and RTF Ca sens act 5.
C/C(=N\NC(=O)c1nnn(-c2nonc2N)c1CN(C)c1ccccc1)c1cccs1 was read as Keap1-Nrf2 PPI -5, Cardiac RTF inh -10, C-LANA FP -0.5, Arrestin-AP2 inh 1, Wnt act 2, MOR-DOR inv ag -23, MOR-DOR ag 4.2, V-ATPase pH -1 and RTF Ca sens act -3.
COc1ccc(NC(=O)NCC(C)CSc2ccc(C)cc2)c(OC)c1 (centres undefined) was read as Keap1-Nrf2 PPI 0, Cardiac RTF inh -3, C-LANA FP -0.3, Arrestin-AP2 inh -12, Pemphigus Ab inh 94, Wnt act 1, MOR-DOR inv ag 9, MOR-DOR ag -1.9, V-ATPase pH -3 and RTF Ca sens act 5.
Screening CCN(CC)S(=O)(=O)c1ccc(NCc2ccccn2)nc1 returned Keap1-Nrf2 PPI 4, Cardiac RTF inh -3, C-LANA FP 1.4, Arrestin-AP2 inh -3, Pemphigus Ab inh 94, Wnt act 3, MOR-DOR inv ag 12, MOR-DOR ag -2.0, V-ATPase pH -2 and RTF Ca sens act 0.
For CC1CCCC(NC(=O)COc2ncnc3ccccc23)C1C (centres undefined) the results were Keap1-Nrf2 PPI 1, Cardiac RTF inh 4, C-LANA FP -2.0, Arrestin-AP2 inh 0, Pemphigus Ab inh 128, Wnt act 0, MOR-DOR inv ag 16, MOR-DOR ag -3.2, V-ATPase pH -1 and RTF Ca sens act 3.
Screening Cc1cc(C)nc(SCC(=O)NCc2ccco2)n1 returned Keap1-Nrf2 PPI -10, Cardiac RTF inh -6, C-LANA FP -0.1, Arrestin-AP2 inh -3, Pemphigus Ab inh 101, MOR-DOR inv ag -3, MOR-DOR ag 0.6, V-ATPase pH -3 and RTF Ca sens act 8.
Screening O=C(CSc1cn(CCNC(=O)c2ccccc2)c2ccccc12)NCc1ccco1 returned Keap1-Nrf2 PPI -5, Cardiac RTF inh -9, C-LANA FP 1.7, Arrestin-AP2 inh 5, Pemphigus Ab inh 107, Wnt act 11, MOR-DOR inv ag 2, MOR-DOR ag -0.3, V-ATPase pH 1 and RTF Ca sens act 3.
`O=C(COC(=O)Cn1[nH]c(=O)c2ccccc2c1=O)Nc1ncc(Cl)cc1Cl` gave Keap1-Nrf2 PPI 2, Cardiac RTF inh 2, C-LANA FP 5.5, Arrestin-AP2 inh 0, Pemphigus Ab inh 100, Wnt act -3, MOR-DOR inv ag 6, MOR-DOR ag -1.1, V-ATPase pH -4 and RTF Ca sens act -12.
O=C(O)c1ccc(Cl)c(S(=O)(=O)N(Cc2ccccc2)c2ccc(Cl)cc2)c1 was read as Keap1-Nrf2 PPI -3, Cardiac RTF inh -6, C-LANA FP 1.1, Arrestin-AP2 inh 9, Pemphigus Ab inh 90, Wnt act 4, MOR-DOR inv ag -10, MOR-DOR ag 1.9, V-ATPase pH 0 and RTF Ca sens act -3.
COc1ccc(OC)c(CNC(=O)C2CCCN(c3nc4ccccc4o3)C2)c1 (centres undefined) was read as Keap1-Nrf2 PPI 0, Cardiac RTF inh 1, C-LANA FP 1.9, Arrestin-AP2 inh 28, Pemphigus Ab inh 102, Wnt act 0, MOR-DOR inv ag 14, MOR-DOR ag -2.5, V-ATPase pH 0 and RTF Ca sens act -5.
Screening COCC(C)N1CCC(Oc2ccc(C(=O)NCc3ccccn3)cc2)CC1 (centres undefined) returned Keap1-Nrf2 PPI -3, Cardiac RTF inh -6, C-LANA FP 2.2, Arrestin-AP2 inh 4, Pemphigus Ab inh 102, Wnt act 0, MOR-DOR inv ag 14, MOR-DOR ag -2.8, V-ATPase pH 1 and RTF Ca sens act -4.
Cn1cccc1/C=N/n1c(-c2ccccc2)n[nH]c1=S was read as Keap1-Nrf2 PPI -2, Cardiac RTF inh -7, C-LANA FP -0.5, Arrestin-AP2 inh 19, Pemphigus Ab inh 103, MOR-DOR inv ag -27, MOR-DOR ag 4.7, V-ATPase pH 3 and RTF Ca sens act -2.
`CN1CCc2c(sc(NC(=O)C3CCN(S(=O)(=O)c4cccs4)CC3)c2C(N)=O)C1` gave Keap1-Nrf2 PPI -1, Cardiac RTF inh -6, C-LANA FP -2.3, Arrestin-AP2 inh -9, Pemphigus Ab inh 103, Wnt act -3, MOR-DOR inv ag 9, MOR-DOR ag -1.3, V-ATPase pH -1 and RTF Ca sens act 4.

Not a retest: two of the compounds above.
Cn1cccc1/C=N/n1c(-c2ccccc2)n[nH]c1=S was read as Keap1-Nrf2 PPI -2, Cardiac RTF inh -7, C-LANA FP -0.5, Arrestin-AP2 inh 19, Pemphigus Ab inh 103, MOR-DOR inv ag -27, MOR-DOR ag 4.7, V-ATPase pH 3 and RTF Ca sens act -2.
`CN1CCc2c(sc(NC(=O)C3CCN(S(=O)(=O)c4cccs4)CC3)c2C(N)=O)C1` gave Keap1-Nrf2 PPI -1, Cardiac RTF inh -6, C-LANA FP -2.3, Arrestin-AP2 inh -9, Pemphigus Ab inh 103, Wnt act -3, MOR-DOR inv ag 9, MOR-DOR ag -1.3, V-ATPase pH -1 and RTF Ca sens act 4.

Next section:
Screening O=C(CN(CC1CCCO1)C(=O)CNS(=O)(=O)c1ccc(Cl)cc1)NC1CCCCC1 (centres undefined) returned Keap1-Nrf2 PPI -1, Cardiac RTF inh 0, C-LANA FP -1.3, Arrestin-AP2 inh -5, Pemphigus Ab inh 99, Wnt act -1, MOR-DOR inv ag 1, MOR-DOR ag -0.1, V-ATPase pH -4 and RTF Ca sens act 3.
COc1ccc(NC(=O)c2cc(-c3ccco3)nc3ccccc23)cn1 was read as Keap1-Nrf2 PPI 0, Cardiac RTF inh -7, C-LANA FP 1.3, Arrestin-AP2 inh 7, Pemphigus Ab inh 100, Wnt act -1, MOR-DOR inv ag 8, MOR-DOR ag -2.1, V-ATPase pH -3 and RTF Ca sens act -6.
For CC(C)Oc1ccc(C(=O)NCCNC(=O)c2ccco2)cc1 the results were Keap1-Nrf2 PPI -4, Cardiac RTF inh -13, C-LANA FP 1.1, Arrestin-AP2 inh 1, Pemphigus Ab inh 105, Wnt act -3, MOR-DOR inv ag 9, MOR-DOR ag -1.1, V-ATPase pH 0 and RTF Ca sens act 1.
For Cc1ccc(NC(=O)c2cnccn2)c(C)c1 the results were Keap1-Nrf2 PPI 4, Cardiac RTF inh 0, C-LANA FP 4.6, Arrestin-AP2 inh 4, Pemphigus Ab inh 116, Wnt act 0, MOR-DOR inv ag 11, MOR-DOR ag -1.9, V-ATPase pH 3 and RTF Ca sens act 1.
